Bioassay records deposited in PubChem BioAssay by NMMLSC.
MEP2 TOR yeast: alters MEP2-GFP fluorescence in TOR pathway yeast screen. S. cerevisiae MEP2-GFP strain, flow cytometry GFP, 3 h; 100% = DMSO control level. GFP response vs DMSO, % at 10 µM. 0.51% of 330,000 active. AID 2016;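 active means GFP response versus DMSO above a set limit, roughly screen mean plus 3 SD, cut at about 180% in these data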;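 further: median GFP fluorescence of the barcode-gated MEP2-GFP cells per well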
LAP4-GFP MLPCN: modulators of TOR pathway LAP4-GFP in S. cerevisiae; S. cerevisiae LAP4-GFP multiplex, flow cytometry GFP, 3 h; median GFP as percent of DMSO wells; GFP response vs DMSO, % at 10 µM; 0.34% of 320,000 active; AID 2023;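 active means GFP response vs DMSO above a set limit, about the screen mean plus 3 SD, cut at about 150% in these data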
CIT2-GFP yeast: yeast TOR pathway CIT2-GFP modulation; S. cerevisiae CIT2-GFP strain, flow cytometry, 3 h; 100 means same as DMSO wells; GFP response vs DMSO, % at 10 µM; 0.065% of 320,000 active;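 active means GFP response relative to DMSO above a set limit, near the screen mean plus 3 SD, cut at about 150% in these data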;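 further: ratio of well median GFP fluorescence to mean of DMSO wells on the plate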
RPL19A TOR yeast: yeast TOR pathway RPL19A-GFP modulation | S. cerevisiae RPL19A-GFP strain, flow cytometry, 3 h; stronger effect = lower value | percent response vs DMSO, % at 10 µM | 0.3% of 330,000 active;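 active means percent response vs DMSO below 50%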;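 further: median channel GFP fluorescence of the barcoded RPL19A-GFP strain; ratio of sample median GFP to plate DMSO average so 100% = DMSO; lower means less RPL19A-GFP as with rapamycin TOR inhibition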
VLA-4 inh: inhibition in a human VLA-4 binding assay. 0.2% of 330,000 active. VLA-4 expressing cells, ligand binding flow cytometry. AID 2557. P13612. inhibition, % (about 7 µM as worked out from the volumes in the protocol); in the data active means inhibition above about 50%
GRK2 inh: inhibitors of human GRK2 displacing RNA aptamer. P25098. bead flow cytometry, FAM-aptamer displacement from GRK2. inhibition of aptamer binding, % at 10 µM. 0.59% of 330,000 active. AID 488847;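 active means inhibition of aptamer binding above 40%, roughly 3 SD of noise, on plates passing a quality check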;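 further: median bead fluorescence of bound FAM aptamer so fluorescent compounds give negative values; no value below 0 was filed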
Target sequence (P25098 whole entry, looked up): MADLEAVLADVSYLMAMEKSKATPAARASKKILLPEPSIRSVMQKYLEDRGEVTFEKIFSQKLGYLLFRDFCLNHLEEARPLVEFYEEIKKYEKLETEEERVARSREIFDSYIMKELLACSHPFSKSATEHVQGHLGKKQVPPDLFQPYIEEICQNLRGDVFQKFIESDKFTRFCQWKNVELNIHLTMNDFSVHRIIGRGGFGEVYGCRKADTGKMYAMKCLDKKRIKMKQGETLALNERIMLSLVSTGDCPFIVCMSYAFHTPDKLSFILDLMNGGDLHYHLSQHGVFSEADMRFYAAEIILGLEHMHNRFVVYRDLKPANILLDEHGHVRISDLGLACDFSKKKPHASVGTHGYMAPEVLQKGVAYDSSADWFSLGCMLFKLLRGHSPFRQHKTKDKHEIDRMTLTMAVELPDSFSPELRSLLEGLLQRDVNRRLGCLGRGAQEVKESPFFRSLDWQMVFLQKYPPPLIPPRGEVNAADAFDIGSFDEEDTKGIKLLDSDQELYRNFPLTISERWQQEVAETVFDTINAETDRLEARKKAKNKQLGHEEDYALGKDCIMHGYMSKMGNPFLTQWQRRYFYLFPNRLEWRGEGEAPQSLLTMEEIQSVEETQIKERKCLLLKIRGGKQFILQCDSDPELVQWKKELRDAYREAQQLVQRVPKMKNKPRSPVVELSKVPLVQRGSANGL
AGP1-GFP MLPCN: modulators of TOR pathway AGP1-GFP in S. cerevisiae | GFP response vs DMSO, % at 10 µM | S. cerevisiae AGP1-GFP multiplex flow cytometry, 3 h; GFP as percent of DMSO wells | 0.02% of 320,000 active | AID 2066;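 active means GFP response relative to DMSO above a set limit, near screen average plus 3 SD, cut at about 150% in these data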;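 further: median GFP channel fluorescence of the gated AGP1 strain per well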
Yeast superoxide: lowers age-related superoxide in aged yeast cells | S. cerevisiae aged cells, superoxide DHE fluorescence; stronger effect = lower value | superoxide response (% of plate mean), % at 10 µM | 0.18% of 330,000 active | AID 2690;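 active means superoxide response under a set limit, about three screen SD below normal, cut at about 65% in these data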;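 further: yeast aged for seven days with compound at 30 °C before DHE staining; 100% = average MFI of all compound-treated wells on the plate with controls excluded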
An asterisk follows results filed as active; i = inactive; . = not tested or not shown; & = joins results of further samples; [ ] = remark or other dose. Outcome played no part in choosing rows; any-hit rate near 1.7%.

SMILES	MEP2 TOR yeast	LAP4-GFP MLPCN	CIT2-GFP yeast	RPL19A TOR yeast	VLA-4 inh	GRK2 inh	AGP1-GFP MLPCN	Yeast superoxide
O=C(CN1C(=O)C2CC=CCC2C1=O)NCC1COc2ccccc2O1 (stereo not drawn)	102.6	98.9	94.7	98.0	8.1	0.0	95.3	104.7
Nc1nnc(SCc2ccccc2)n1-c1ccccc1	99.6	93.7	98.4	101.8	4.6	3.0	102.3	86.6
OC[C@H]1O[C@@H](n2cnc3c(NC4CCCC4)ncnc32)[C@H](O)[C@@H]1O	142.6	113.0	97.6	89.9	5.4	2.0	68.9	109.2
CN(C)CCC(c1ccc(Br)cc1)c1ccccn1 (stereo not drawn)	100.4&102.9	128.0&132.6	83.9&83.9	97.8&101.8	45.2&28.5	0.0&4.0	90.3&87.6	111.1&105.1
COc1ccc(NS(=O)(=O)c2ccc(NC(=O)c3ccccc3)cc2)nn1	94.6	100.8	103.9	97.1	13.2	0.0	102.0	92.0
COc1ccc(NC(=S)N(CCCN2CCCC2)Cc2cccn2Cc2ccc(Cl)cc2)cc1Cl	100.6	110.2	106.9	100.7	15.9	0.0	111.3	98.3
Cc1ccnc2nc(C(=O)Nc3ccc4c(c3)OCO4)nn12	103.8	104.0	107.1	101.6	-3.9	2.0	106.0	90.0
CCOC(=O)c1ccc(N/C=C/C(=O)C(C)(C)C)cc1	110.6	96.8	110.5	108.7	7.7	0.0	104.4	98.5
O=c1[nH][nH]c(=O)n1-c1ccccc1	99.6	102.8	97.0	104.5	16.0	0.0	103.8	98.1
CCC(C)NC(=O)C(=O)NCc1ccccn1 (stereo not drawn)	95.3	95.2	99.9	91.2	2.7	1.0	.	114.4
FC(F)(F)c1ccccc1CN1CCN(C2CCCCCC2)CC1	100.5	96.5	101.9	102.1	-6.1	5.0	108.8	102.6
Cc1ccc(S(=O)(=O)N(CCO)c2cc3c(s2)CCCC3)cc1	96.1	102.6	103.4	97.9	9.6	0.0	98.2	105.3
COc1ccc(CCNC(=O)c2ccc([N+](=O)[O-])cc2)cc1	102.0	105.5	90.3	96.7	23.5	4.0	94.0	103.8
CCCOc1cc2c(C#N)c(N3CCCC3)nc(N)c2c(N)n1	90.0	105.5	98.4	100.8	-0.1	4.0	84.6	108.7
COc1ccc(C(=O)N/N=C\c2ccoc2)cc1	85.2	80.2	85.2	97.6	-0.2	9.0	86.7	100.8
O=C(NCC(c1ccc(F)cc1)N1CCOCC1)c1ccc(-c2ccccc2)cc1 (stereo not drawn)	93.2	105.0	102.0	93.7	5.5	2.0	95.2	87.8
NC(=O)Cn1cnc(-c2ccccc2)c1	109.4	95.4	.	100.8	13.6	11.0	100.3	165.0
COCCn1c(N)c(C(=O)NCc2cccs2)c2nc3ccccc3nc21	88.2	93.8	.	97.5	-17.7	2.0	94.2	124.4
Nc1cccc2c1C(=O)N(C(=O)c1cccc(S(=O)(=O)N3CCCC3)c1)C2=O	99.9	.	94.9	92.4	-4.2	0.0	82.5	98.9
COc1ccc(-n2cc(-c3ccccc3)c3c(N4CCN(CCO)CC4)ncnc32)cc1	108.0	107.4	109.4	104.2	18.1	2.0	117.3	120.8
Cc1ccc(NC(=O)CCn2c(=O)[nH]c3ccsc3c2=O)cc1F	103.6	92.7	100.5	105.1	-4.5	71.0*	99.3	97.6
COc1cc(C2(c3ccc(O)c(OC)c3)C(=O)Nc3c(Br)cc(Br)cc32)ccc1O	99.3	109.2	92.5	99.2	-4.0	2.0	105.5	88.5
Cc1ccc(O)c(-c2cc(C(=O)Nc3ccc(S(=O)(=O)N4CC(C)OC(C)C4)cc3)[nH]n2)c1 (stereo not drawn)	105.8	89.6	101.5	97.3	6.1	0.0	100.0	86.6
Cc1c(C=Nc2ccc(S(=O)(=O)N(C)C)cc2)c(O)[nH]c(=O)c1C#N	103.7	.	.	99.4	-6.2	2.0	.	90.2

Marked active in GRK2 inh, among the entries above:
SMILES	MEP2 TOR yeast	LAP4-GFP MLPCN	CIT2-GFP yeast	RPL19A TOR yeast	VLA-4 inh	GRK2 inh	AGP1-GFP MLPCN
Cc1ccc(NC(=O)CCn2c(=O)[nH]c3ccsc3c2=O)cc1F	103.6	92.7	100.5	105.1	-4.5	71.0*	99.3

Following part
SMILES	MEP2 TOR yeast	LAP4-GFP MLPCN	CIT2-GFP yeast	RPL19A TOR yeast	VLA-4 inh	GRK2 inh	AGP1-GFP MLPCN	Yeast superoxide
Fc1ccccc1NC(=S)NCc1ccc2c(c1)OCO2	87.8	96.7	86.9	98.5	-7.0	2.0	96.9	83.6
COc1cc(C(=O)NC(=S)Nc2nc(-c3ccc(F)cc3)cs2)cc(OC)c1OC	109.4[may fluoresce green]	107.2[may fluoresce green]	164.1*[may fluoresce green]	93.3[may fluoresce green]	-10.3	4.0	120.7[may fluoresce green]	97.5
CC(C)CCNC(=O)c1onc(CSc2ccc(Cl)cc2)c1C(=O)NCCC(C)C	85.3	83.6	83.0	89.2	33.2	0.0	90.1	95.0
O=C(O)c1cc(Br)ccc1NN=C1CCCCC1	94.6	94.9	85.4	91.1	0.0	1.0	97.7	96.4
CCS(=O)(=O)C(=C(Nc1ccc(OC)cc1)Nc1ccc(OC)cc1)S(=O)(=O)CC	106.4	129.0	.	113.0	10.0	1.0	116.5	105.0
CCOc1ccc(C(=O)Nc2c3c(nn2-c2ccc(C)cc2)CS(=O)C3)cc1OCC (stereo not drawn)	103.8	100.2	100.3	98.0	18.3	4.0	97.4	108.0
O=C(CNC(=O)c1ccccc1)OCc1cccc(Br)c1	108.1	107.3	96.7	95.1	-15.9	3.0	96.6	103.9
CCOC(=O)C1CCCN(Cc2ccc(OCC)cc2)C1 (stereo not drawn)	95.3	94.2	100.9	98.1	29.8	3.0	98.5	109.2
Clc1ccc(Nc2nc(NCCN3CCOCC3)nc(N3CCOCC3)n2)cc1	94.4	94.4	100.9	100.2	-7.6	2.0	101.5	98.8
O=[N+]([O-])c1ccc(O)c(/C=N\N=C2c3ccccc3-c3ccccc32)c1	99.7	95.6	103.4	102.5	20.3	1.0	101.0	125.2
CCCCn1c(CNC(=O)C(C)(C)C)nc2ccccc21	95.8	95.0	100.1	94.7	-14.4	83.0*	96.0	87.6
COc1ccccc1CCNC(C)CCc1ccc(O)cc1 (stereo not drawn)	102.1	100.7	108.4	109.0	1.1	0.0	100.5	100.6
CN(C)S(=O)(=O)c1cccc(NC(=S)NNC(=O)c2cc3ccccc3cc2O)c1	97.1	99.6	106.6	97.0	26.7	0.0	103.7	97.2
COC(=O)C(Cc1ccc(O)cc1)NC(=O)CCc1nc2ccccc2s1 (stereo not drawn)	100.7	83.7	94.3	96.4	4.7	0.0	91.7	93.7
O=C(Nc1ccc(N2CCOCC2)cc1)c1ccc2c(c1)OCO2	95.1	95.8	84.1	95.8	1.8	2.0	96.0	96.3
Cc1ccc(/C=N/n2cnc3sc(-c4ccccc4)cc3c2=O)o1	89.9	86.2	88.5	91.8	14.8	0.0	.	102.9
CC(C)C[C@H](NC(=O)c1[nH]cnc1C(=O)Nc1ccccc1)C(=O)OC(C)(C)C	98.6	108.3	95.5	100.6	-11.1	4.0	94.2	107.0
Cc1ccc(C(=O)/C=C/c2ccco2)c(O)c1	107.1	88.6	113.5	97.8	-6.2	5.0	97.7	98.6
Cc1ccc(S(=O)(=O)N2CCOCC2)cc1NC(=O)CN(C)C1CCS(=O)(=O)C1 (stereo not drawn)	106.5	118.0	107.4	101.8	-2.7	0.0	108.6	105.5
CN1C(=O)C(C)(C)c2cc(S(=O)(=O)NCc3ccc(Cl)cc3)ccc21	94.2	98.3	101.1	97.8	0.3	0.0	107.1	92.5
CC(C)[C@H](NC(=O)N1CC(=O)Nc2ccccc21)C(=O)N[C@@H](Cc1ccccc1)C(=O)O	105.9	107.0	102.0	99.1	23.8	0.0	101.5	111.1
CCC(C)NC(=O)Cn1nc([N+](=O)[O-])c(Cl)c1C (stereo not drawn)	100.5	88.4	86.8	86.6	9.7	1.0	88.7	97.5
CCCCCn1c(=O)[nH]c2cc(C(=O)NCCN3CCOCC3)ccc2c1=O	101.1	104.2	102.7	99.7	11.4	3.0	99.8	110.6
COc1ccc(C(=O)NNC(=O)c2cc3cc(OC)ccc3oc2=O)cc1	101.9	108.4	103.3	100.4	7.0	0.0	101.9	104.2
CCOC(=O)c1c(C)c(C(=O)Nc2ccc3c(c2)OCCO3)c(C)n1CC	107.5	111.0	92.5	102.7	6.4	1.0	97.8	116.4
Cc1cc(=O)oc2c(C)c(OC(C)C(=O)NCCN3CCOCC3)ccc12 (stereo not drawn)	106.5	103.4	104.9	100.0	30.9	3.0	104.9	i
COc1cc(/C=N/NC(=O)C2CCN(CC(O)COCc3ccccc3)CC2)cc(OC)c1OC (stereo not drawn)	102.6	104.3	108.2	103.2	8.7	1.0	104.7	95.3
COc1ccc(C2c3ccc(O)cc3Oc3ncn(Cc4ccccc4)c(=N)c32)cc1OC (stereo not drawn)	100.6	103.8	93.6	95.2	-3.0	0.0	100.8	99.8
CN(CC(=O)N1CCCCCC1)S(=O)(=O)c1ccccc1	93.9	92.3	98.2	95.1	1.4	2.0	92.9	97.2
CCCC1Cc2c(sc3nc(SC)nc(N)c23)CO1 (stereo not drawn)	104.1	103.6	86.6	97.3	-5.8	3.0	87.7	97.1
CCC(C)c1ccc(NC(=S)NCc2cccs2)cc1 (stereo not drawn)	99.4	104.9	96.8	95.0	-6.1	1.0	89.7	107.9
Cc1ccc(CNC(=O)CN(C)S(=O)(=O)c2ccc3c(c2)n(C)c(=O)c(=O)n3C)cc1	106.8	93.5	96.8	101.2	15.0	3.0	98.5	103.3
COc1cc(/C=N/NC(=O)c2ccccc2O)ccc1OC(=O)CC1SC(=O)NC1=O (stereo not drawn)	110.4	91.8	121.2	106.9	4.0	0.0	110.7	96.1
O=C1CCN(C(=O)c2cccs2)c2ccccc21	110.2	98.0	93.1	102.8	.	0.0	96.1	107.8
COc1ccc(OC)c(N(CC(=O)N2CCC(C)CC2)S(=O)(=O)c2ccc(OC)c(OC)c2)c1	107.9	107.9	106.1	107.6	9.8	0.0	109.0	150.3
Cc1ccc(-c2nc(-c3cccnc3)sc2CC(=O)O)cc1	117.3	116.8	110.6	95.7	-1.4	0.0	109.0	116.1
Fc1ccc(-c2cc(C(F)(F)C(F)F)[nH]n2)cc1	103.7	118.7	94.9	101.4	-4.3	0.0	105.3	84.4
C/C(=N\Nc1nncc2ccccc12)c1ccc(Cl)c([N+](=O)[O-])c1	94.9	99.9	92.8	95.5	4.6	0.0	93.8	99.4
COC(=O)CCCC(=O)N1CCOCCN(C(=O)CCCC(=O)OC)CCOCC1	105.2	100.7	95.7	100.2	-3.0	0.0	98.3	101.8
Cc1cc(NC(=O)CSc2nnc(-c3ccncc3)n2N)ccc1Br	88.5	.	92.6	91.3	3.8	0.0	90.4	91.1
CC(CNC(=O)CCS(=O)(=O)c1ccc2c(c1)NC(=O)CO2)c1ccccc1 (stereo not drawn)	118.0	102.0	106.8	103.7	-0.4	0.0	106.8	108.2
Cc1cccc(-c2noc(-c3ccc(F)cc3)n2)c1	102.4	95.4	112.4	100.6	2.0	0.0	102.2	100.0
Cc1ccc(C(C)C)c(OCCNCc2ccccc2)c1	100.3	91.2	95.3	98.8	2.1	0.0	96.7	91.9

3 compounds already listed, arranged by the number in CIT2-GFP yeast, rising.
Molecule	CIT2-GFP yeast
COC(=O)C(Cc1ccc(O)cc1)NC(=O)CCc1nc2ccccc2s1 (stereo not drawn)	94.3
CCC(C)c1ccc(NC(=S)NCc2cccs2)cc1 (stereo not drawn)	96.8
CN(C)S(=O)(=O)c1cccc(NC(=S)NNC(=O)c2cc3ccccc3cc2O)c1	106.6
